pPAFAH inh = pPAFAH (human) enzyme inhibition | Q13093 | recombinant pPAFAH, FP-rhodamine probe fluorescence polarization | inhibition, % at 3.39 µM | actives 1.5% (n = 330,000);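 active means inhibition above the mean inhibition across the screen plus 3 SD, cut at about 25% in these data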;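 further: inhibitors block binding of the rhodamine activity-based probe so polarization drops; 0% = enzyme with DMSO and 100% = wells lacking pPAFAH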
PAFAH2 FP inh = inhibitors of human PAFAH2. actives 0.99% (n = 340,000). inhibition, % at 3.39 µM. Q99487. recombinant PAFAH2, FP-rhodamine activity probe, fluorescence polarization;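 active means inhibition above the mean over all tested compounds plus 3 SD, cut at about 30% in these data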;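 further: inhibitors block probe labeling of enzyme so polarization drops; 0% = enzyme with DMSO and 100% = wells lacking PAFAH2 protein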
LYPLA1 counter = LYPLA1 (human) inhibition in PME1 counter-screen; recombinant LYPLA1, FP-Rh probe fluorescence polarization; inhibition, % at 5.9 µM; actives 0.16% (n = 320,000); O75608;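 active means inhibition above the mean of all tested compounds plus 3 SD, set per campaign, cut at about 14% in these data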;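 further: inhibitors block serine hydrolase probe labeling of LYPLA1 so polarization falls; 0% = enzyme with DMSO and 100% = wells lacking LYPLA1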
Fam108B inh = blocks mouse Fam108B hydrolase in RBBP9 counter-screen; recombinant Fam108B, FP-Rh probe fluorescence polarization; inhibition, % at 9.51 µM; actives 0.33% (n = 300,000); AID 1947;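 active means inhibition above the screen mean inhibition plus 3 SD, computed separately per campaign, cut at about 18% in these data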;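 further: inhibitors lower polarization as less probe binds the enzyme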
PAFAH1B3 inh = PAFAH1B3 (human) inhibition; Q15102; recombinant PAFAH1B3, FP-rhodamine probe, fluorescence polarization; inhibition, % at 3.39 µM; actives 0.28% (n = 340,000); AID 492972;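 active means inhibition above the screen-wide average of all tested compounds plus 3 SD, cut at about 25% in these data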;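 further: 0% = enzyme with DMSO only and 100% = wells lacking PAFAH1B3 protein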
PAFAH1B2 inh = blocks human PAF acetylhydrolase 1b catalytic subunit 2; recombinant PAFAH1B2, FP-rhodamine activity probe, fluorescence polarization; inhibition, % at 3.39 µM; actives 1.2% (n = 340,000); AID 492953;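 active means inhibition above the mean of all tested compounds plus 3 SD, cut at about 24% in these data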;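 further: 0% = enzyme with DMSO and 100% = wells lacking PAFAH1B2; many of its hits are not listed in these tables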
GSTO1 inh = GSTO1 inhibition, counter-screen for RBBP9 inhibitors | P78417 | recombinant GSTO1, activity-based probe fluorescence polarization | inhibition, % at 5.96 µM | actives 1.1% (n = 300,000);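 active means inhibition above the campaign mean inhibition plus 3 SD, cut at about 35% in these data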;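 further: 0% = GSTO1-1 with DMSO and 100% = wells lacking GSTO1-1 enzyme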
PME-1 primary = blocks human protein phosphatase methylesterase 1; Q9Y570; recombinant PME-1, FP-Rh probe fluorescence polarization; inhibition, % at 5.9 µM; actives 0.53% (n = 320,000); AID 2130;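 active means inhibition above the campaign mean of all compounds plus 3 SD, cut at about 26% in these data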;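 further: competitive labeling of PME-1 active site by serine hydrolase directed probe; 0% = PME-1 with DMSO and 100% = wells lacking PME-1 enzyme; inhibitors block probe labeling so polarization falls and inhibition rises; many of its hits are not listed in these tables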
Target sequence (Q9Y570 whole entry, looked up): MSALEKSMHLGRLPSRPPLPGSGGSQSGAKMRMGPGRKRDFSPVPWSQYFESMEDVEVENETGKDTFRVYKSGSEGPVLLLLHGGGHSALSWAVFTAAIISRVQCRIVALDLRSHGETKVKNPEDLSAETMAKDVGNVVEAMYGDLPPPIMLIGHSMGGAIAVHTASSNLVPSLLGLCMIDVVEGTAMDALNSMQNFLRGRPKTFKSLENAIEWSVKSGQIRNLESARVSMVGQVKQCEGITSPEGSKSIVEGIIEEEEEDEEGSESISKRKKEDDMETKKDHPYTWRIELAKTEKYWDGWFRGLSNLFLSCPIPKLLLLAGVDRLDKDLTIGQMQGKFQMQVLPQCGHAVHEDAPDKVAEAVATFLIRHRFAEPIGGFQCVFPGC
PAD4 inh = PAD4 (human) enzyme inhibition. recombinant PAD4, RCA probe fluorescence polarization. inhibition, % at 6.36 µM. AID 485272. actives 0.41% (n = 330,000). Q9UM07;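 active means percent inhibition above a cutoff equal to the mean of all tested compounds plus 3 SD, cut at about 15% in these data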;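 further: 0% = PAD4 with RCA probe and DMSO and 100% = probe without PAD4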
Target sequence (Q9UM07 whole entry, looked up): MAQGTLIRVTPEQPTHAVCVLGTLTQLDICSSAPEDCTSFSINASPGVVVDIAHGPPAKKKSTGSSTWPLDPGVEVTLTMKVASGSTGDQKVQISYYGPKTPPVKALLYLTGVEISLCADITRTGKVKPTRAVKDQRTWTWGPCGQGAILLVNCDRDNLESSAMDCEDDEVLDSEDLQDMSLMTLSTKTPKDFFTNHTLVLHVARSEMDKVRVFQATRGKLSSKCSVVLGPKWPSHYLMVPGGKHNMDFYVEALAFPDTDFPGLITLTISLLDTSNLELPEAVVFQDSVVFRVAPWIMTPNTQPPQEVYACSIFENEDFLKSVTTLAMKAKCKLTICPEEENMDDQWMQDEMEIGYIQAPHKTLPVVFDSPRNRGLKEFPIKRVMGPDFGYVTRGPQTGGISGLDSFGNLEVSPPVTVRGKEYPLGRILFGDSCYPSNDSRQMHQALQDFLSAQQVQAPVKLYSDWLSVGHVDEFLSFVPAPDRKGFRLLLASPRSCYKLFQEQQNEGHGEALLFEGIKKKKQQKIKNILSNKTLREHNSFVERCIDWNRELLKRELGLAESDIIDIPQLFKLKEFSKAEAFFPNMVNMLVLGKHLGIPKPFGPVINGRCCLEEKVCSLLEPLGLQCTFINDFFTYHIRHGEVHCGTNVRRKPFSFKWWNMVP
An asterisk follows results filed as active; · = no result given. Only part of the results is shown; the hit share may differ from the screen's.

Results follow in this order: pPAFAH inh, PAFAH2 FP inh, LYPLA1 counter, Fam108B inh, PAFAH1B3 inh, PAFAH1B2 inh, GSTO1 inh, PME-1 primary, PAD4 inh
Cc1c(NC(=O)c2ccc3c(c2)OCO3)c(=O)n(-c2ccccc2)n1C
    -1, 1, 1, 1, 6, 2, 1, -2, -3
CC(C)CNC(=O)C(=O)NC1CCCC1
    5, -6, 0, 1, 4, -1, -5, -1, 1
Cc1cccc(NC(=O)C2CCCN(C(=O)NCc3ccccc3)C2)c1C (stereo not drawn)
    3, 0, 2, 6, -3, 2, 0, 3, -4
CC(C)OC(=O)CSc1nc2ccccc2s1
    5, -3, -2, 1, 4, 6, -3, 0, 1
c1coc(CNc2ncnc3sc4c(c23)CCCCC4)c1
    3, -1, -3, -6, -9, -2, -1, -2, -1
CCOC(=O)CC(NC(=O)CCc1c(C)nc2ncnn2c1C)c1ccc(OC(C)C)cc1 (stereo not drawn)
    5, 0, 0, 2, 2, 4, 2, 2, -5
Cc1cc(C)c(NC(=O)CN2C(=O)NC(Cc3ccccc3)C2=O)c(C)c1 (stereo not drawn)
    0, -4, -4, 0, 3, -2, 1, -2, -1
Oc1ccc(-c2nccc(-c3ccc(Cl)cc3Cl)n2)cc1
    2, -4, -10, -8, 0, 1, -4, -8, -3
COc1ccc(C(=O)CC(=O)C(=O)Nc2cc([N+](=O)[O-])ccc2OC)cc1
    0, 8, 5, 2, -1, 9, 3, -3, -2
Cn1cc(CNCc2cn[nH]c2-c2ccc(F)cc2)c(-c2ccc3c(c2)OCCO3)n1
    3, 2, 3, -2, -2, -1, -1, 5, -7
COc1ccc(N2CCN(CCN3C(=O)c4ccccc4C3=O)CC2)cc1
    4, 3, 7, 3, 4, 6, 2, 4, 1
CN1/C(=C\C(=O)CSc2ncn[nH]2)C(C)(C)c2ccccc21
    1, -5, 2, 4, 7, 1, 7, 2, -9
c1ccc(-c2nnc3n2N=C(c2ccc4c(c2)OCO4)CS3)nc1
    -2, 6, -1, 0, 5, 2, 6, 0, 12
CCOC(=O)c1cc(-c2ccccc2C)nn1CC1CC(c2ccc(OC)cc2)=NO1 (stereo not drawn)
    8, 0, -3, ·, 0, 3, ·, -4, -1
O=C(CC(=O)c1ccccc1)Nc1cccnc1
    -4, -3, 0, 1, 0, -2, -2, -5, 1
Cc1nn(Cc2ccccc2)c(C)c1NC(=O)c1noc2c1CCc1ccccc1-2
    8, 4, -1, -1, 14, 11, -1, 1, -2
O=C(Cc1csc(-c2ccc(F)cc2)n1)Nc1cccc(S(=O)(=O)NC2=NCCC2)c1
    -4, -4, -2, ·, 1, 4, ·, 3, -8
O=C(NCCCN1CCCC1=O)c1ccc(OCc2ccccc2)cc1
    -4, 4, 1, -1, -2, 12, -3, -4, -4
CCc1nnc(NS(=O)(=O)c2ccc(N/C=C/C(=O)c3ccc(OC)cc3)cc2)s1
    -23, 4, 1, -3, 8, 5, -11, 1, -8
Cc1ccc(S(=O)(=O)N2CCCCC2)cc1C(=O)Nc1ccc(S(=O)(=O)Nc2ncccn2)cc1
    7, 8, -2, 0, 12, 11, 15, -3, -5
O=CN1CCN(C(C(=O)NC2CCCCC2)c2ccc(Cl)cc2)CC1 (stereo not drawn)
    1, 0, 1, 1, 0, 0, -6, -2, 3
CCN(CC)S(=O)(=O)c1cccc(NC2=NCCCCC2)c1
    1, -5, 2, 4, 4, -2, 19, -5, 0
NC(=O)c1nsc(C(=O)N(c2ccccc2F)C(C(=O)NCc2ccccc2)c2ccc(O)cc2)c1N (stereo not drawn)
    3, -6, -15, -13, -2, 5, -7, -10, -2
COc1ccc(CCNC(=O)/C=C/c2ccco2)cc1
    7, 8, 1, -2, 15, 4, -1, -4, -1
CCOC(=O)C1=C(C)NC2=C(C(=O)C(C(=O)OCC)C(c3ccccc3OC)C2)C1c1ccccn1 (stereo not drawn)
    4, 4, 0, 2, 3, -2, 4, -2, 2
COc1cccc(NC(=O)CSC2=NN3CCCC(=O)N=C3S2)c1
    -2, 8, 2, 0, -12, -7, 4, -4, 6
Cn1c(=O)[nH]c(=O)c2c1nc(SCc1ccccc1Cl)n2CC(N)=O
    -1, 2, -2, -1, 11, 3, 6, -3, 0
O=C(COC(=O)c1n[nH]c2ccccc12)NCCc1ccc(Cl)cc1
    -3, 22, -1, ·, 0, 6, ·, -3, 2
C[C@H](CO)N1C[C@H](C)[C@@H](CN(C)C)Oc2c(NC(=O)Cc3ccccc3)cccc2C1=O
    1, 8, ·, ·, 5, 4, ·, ·, -2
CCC(CC)C(=O)Nc1c2c(nn1-c1ccc(OC)cc1)CS(=O)C2 (stereo not drawn)
    1, 1, 1, 2, 9, 1, 7, -4, 4

(list continues)
Results follow in this order: pPAFAH inh, PAFAH2 FP inh, LYPLA1 counter, Fam108B inh, PAFAH1B3 inh, PAFAH1B2 inh, GSTO1 inh, PME-1 primary, PAD4 inh
CCOC(=O)c1sc(=S)n(-c2ccc(F)c(F)c2)c1N
    5, 5, -3, 7, 12, 2, 3, 1, 1
O=C(O)c1cc(Cl)c(Cl)cc1C(=O)Nc1cccnc1
    1, ·, 3, 1, ·, ·, -4, 1, 0
O=C(c1ccco1)N(Cc1cccc([N+](=O)[O-])c1)c1ccc(Br)cc1
    10, 3, -3, 2, -5, 6, 0, 8, -3
O=C(CCNS(=O)(=O)c1ccc(Br)cc1)NCc1ccc(F)cc1
    -2, -1, -2, 1, 5, 13, -7, -1, -5
CC(=O)Nc1ccccc1OCCOc1ccc(Br)cc1
    1, 3, -1, -1, 11, 19, 4, -6, 0
Cc1ccc(-c2nnc(SCC(=O)Nc3ccc(S(=O)(=O)N4CCCCCC4)cc3)o2)cc1
    10, -1, -1, -1, 9, 4, 2, -5, -1
CCc1c(C(=O)Nc2ccc(C)c(C)c2)[nH]c(C)c1C(C)=O
    5, 1, -4, 0, 3, 4, 1, -7, -2
OC(COCc1ccccc1)Cn1cnc2ccccc21 (stereo not drawn)
    2, 8, 5, 8, 5, 4, 16, -5, 2
O=C(CSc1nnc(-c2cccc(Br)c2)o1)N1CCOCC1
    4, -1, 4, 2, 13, 0, -2, 2, 2
Cc1cc2oc(C(=O)Nc3ccc(S(N)(=O)=O)cc3)c(C)c2cc1Cl
    0, 2, -1, 1, 1, 3, 5, -6, -1
COC(=O)c1cc2oc(C)cc2n1CC(=O)Nc1ccc(C)c(C)c1
    11, 11, -1, -1, 14, -5, 6, -4, -3
O=C(NCCCN1CCCC1)Nc1cccc2ccccc12
    4, 7, -3, -2, 1, 8, 1, 1, -4
COc1ccc(C(=O)CC(=O)C(=O)Nc2ccc(C)c(C)c2)cc1
    5, 2, 2, 1, 15, 1, -2, 0, -2
O=C(COc1ccccc1)NCC(=O)N/N=C/c1ccc(Cl)cc1
    0, 10, -4, 1, -1, 5, -1, 1, 4
Cc1cc(NC(=O)CN(C)S(=O)(=O)c2cnc[nH]2)ccc1Br
    5, -1, 1, 0, 5, 4, -7, 5, -4
COC(=O)[C@@]1(C)[C@H]2C(=O)N(Cc3ccccc3)C(=O)[C@H]2[C@H]2CN=C(SCc3ccccc3)N21
    0, 1, ·, ·, 1, 0, ·, ·, -1
COc1ccc(Nc2ncnc3sccc23)cc1
    1, 8, 3, 2, 1, 5, 4, 5, -1
COCCn1c(SCC(=O)N2CCCC2)nnc1-c1ccco1
    2, -2, -1, -1, 7, 0, 2, -1, 4
COc1ccc(S(=O)(=O)Nc2ccc3c(c2)C(=O)N([C@H](C)CO)C[C@H](C)[C@@H](CN(C)C(=O)Nc2ccccc2)O3)cc1
    1, 6, ·, ·, 8, 12, ·, ·, 1
O=C(NCC1CCCO1)c1ccc(CSCc2cccc(F)c2)o1 (stereo not drawn)
    15, 11, 4, 1, 3, 9, 0, 5, 2
CSc1ccc(NC(=O)N2CC=C(n3c(=O)[nH]c4ccccc43)CC2)cc1
    9, 3, -2, -1, 2, -5, -1, 4, -2
CCOC(=O)C1(Cc2ccccc2)NC(c2ccccc2F)C2C(=O)N(CC)C(=O)C21 (stereo not drawn)
    5, 0, 1, -2, 9, -7, -2, 1, 4
Cc1c(C(=O)OCC(=O)N2CCN(c3ccccc3)CC2)oc2ccccc12
    -1, 15, ·, ·, 3, -2, ·, ·, 2
CCOc1ccc(N(CCCCO)C(=S)NC(=O)c2ccc(C)c(Br)c2)cc1
    2, 3, 0, -5, 5, 4, 47*, 3, -4
COc1ccc(/C=C/C(=O)C2C(=O)C=C(C)OC2=O)cc1O (stereo not drawn)
    13, 6, -11, 7, 7, 5, 10, 4, -5
CCN(Cc1ccccc1)C(=O)CCc1nc(-c2ccc(C)cc2)no1
    -4, 0, 0, 1, 5, 0, 5, -3, -3
CNC(=O)c1c(NC(=O)C2=COCCO2)sc(C)c1C
    -2, -5, 2, -3, 8, 4, -1, 0, -8
Cc1ccc(C(=O)Nc2ccccc2C(=O)O)cc1S(=O)(=O)NC1CCCCC1
    -2, -3, -1, 1, 9, 5, -19, -4, -6
Cc1ccccc1C1C(C#N)=C2NC(=O)c3c(sc4c3CCCCC4)N2C2=C1C(=O)CC(C)(C)C2 (stereo not drawn)
    3, ·, 5, -8, ·, ·, -16, -10, -40
O=C(Nc1nccs1)c1ccccc1N=Cc1ccccc1
    0, -8, -7, 3, 3, -3, -7, 1, 0

Carrying on.
Results follow in this order: pPAFAH inh, PAFAH2 FP inh, LYPLA1 counter, Fam108B inh, PAFAH1B3 inh, PAFAH1B2 inh, GSTO1 inh, PME-1 primary, PAD4 inh
COC(=O)c1ccc(-n2c(C)cc(C(=O)COC(=O)CNS(=O)(=O)c3ccc(C)cc3)c2C)cc1
    12, 2, -2, -1, 0, 1, 31, 0, -4
C/C(=N\NC(=O)CSCc1ccccc1Cl)c1cccc(NC(=O)c2ccccc2)c1
    6, -2, 3, -5, -2, -2, 5, 0, -1
O=C(CSc1nc2sc3c(c2c(=O)n1-c1ccccc1)CCCC3)N/N=C/c1ccc(C(=O)O)cc1
    -3, 2, 6, 6, 5, 1, -4, 2, -2
COc1cccc(-n2c(=S)sc3c(=O)n(-c4ccccc4OC)c(SCC4OCCO4)nc32)c1
    2, 4, -1, 2, -1, -1, 10, 1, 0
COc1ccc(NC(=O)[C@H](C)NC(=O)C2CCN(S(=O)(=O)c3ccc(OC)cc3)CC2)cc1
    2, 11, -3, -1, 8, 1, -1, 2, 5
CCc1ccccc1NC(=S)N1CCN(c2ccccc2F)CC1
    -2, -7, 0, -5, 3, 1, 3, 3, 0

Assay outcomes from PubChem BioAssay.
